# Compound activity deposited in PubChem by several laboratories.
# core dimer inh = inhibitors of HCV core protein dimerization, primary screen, biochemical, TR-FRET, high-throughput. TR-FRET GST/Flag-core106 dimerization, 1536-well. inhibition, % at 5 µM. 0.33% of 300,000 active;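 active = inhibition above the mean of all tested compounds plus 3 SD, set per screening campaign, cut at about 45% in these data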
#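 System – GST-tagged and Flag-tagged HCV core protein residues 1-106 · Repeats – one well for each compound · Technique – TR-FRET 671 and 617 nm emission · Doses – one concentration, 5 µM, in 0.5% DMSO · Times – 4 h, 22.5 °C incubation · Also added – Eu donor and XL665 acceptor anti-tag antibodies · Measure – percent inhibition of core106 dimerization signal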
# proCasp3 act = activators of human procaspase-3 D3A mutant, primary screen, biochemical, absorbance, PC-3 D3A mutant, single concentration; Caspase-3 (Homo sapiens), P42574; recombinant procaspase-3 D3A, Ac-DEVD-pNA absorbance 405 nm; activation, % at 8.5 µM; 0.11% of 330,000 active; AID 463141, 2010;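 active = activation above the mean of all tested compounds plus 3 SD, cut at about 21% in these data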;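 also: 0% = DMSO alone and 100% = DMSO wells spiked with extra 5 µM PC-3 D3A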
# Target sequence (P42574 whole entry D9A/D28A/D175A): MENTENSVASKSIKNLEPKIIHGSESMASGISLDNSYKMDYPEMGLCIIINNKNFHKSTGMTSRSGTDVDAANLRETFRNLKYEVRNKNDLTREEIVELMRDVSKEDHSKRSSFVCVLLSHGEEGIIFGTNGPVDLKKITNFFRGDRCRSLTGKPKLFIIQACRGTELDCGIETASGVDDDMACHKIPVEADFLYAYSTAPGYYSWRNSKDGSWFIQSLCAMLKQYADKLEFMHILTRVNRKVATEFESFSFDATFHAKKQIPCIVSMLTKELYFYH
#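 Compound: 8.5 µM single point, 0.8% DMSO / Material: Autoprocessing-dead procaspase-3 D3A mutant enzyme / Timing: 1 h preincubation plus 2 h reaction at 25 °C / Medium: Zinc-free HEPES/NaCl buffer with 0.01% Triton X-100 at pH 7.4 / Technique: 405 nm absorbance of p-nitroaniline, reads at 0 and 120 min / Repeats: one well per compound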
# PP5 primary = PP5 phosphatase inhibitors, primary screen, biochemical, fluorescence; Serine/threonine-protein phosphatase 5 (Homo sapiens), P53041; purified PP5c, OMFP substrate fluorescence; 0.18% of 320,000 active; inhibition, % at 6.7 µM;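 active = inhibition above the campaign's mean inhibition across all tested compounds plus 3 SD, cut at about 9.5% in these data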;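 also: 0% = DMSO only and 100% = 100 µM cantharidin control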
# Target sequence (P53041 whole entry, looked up): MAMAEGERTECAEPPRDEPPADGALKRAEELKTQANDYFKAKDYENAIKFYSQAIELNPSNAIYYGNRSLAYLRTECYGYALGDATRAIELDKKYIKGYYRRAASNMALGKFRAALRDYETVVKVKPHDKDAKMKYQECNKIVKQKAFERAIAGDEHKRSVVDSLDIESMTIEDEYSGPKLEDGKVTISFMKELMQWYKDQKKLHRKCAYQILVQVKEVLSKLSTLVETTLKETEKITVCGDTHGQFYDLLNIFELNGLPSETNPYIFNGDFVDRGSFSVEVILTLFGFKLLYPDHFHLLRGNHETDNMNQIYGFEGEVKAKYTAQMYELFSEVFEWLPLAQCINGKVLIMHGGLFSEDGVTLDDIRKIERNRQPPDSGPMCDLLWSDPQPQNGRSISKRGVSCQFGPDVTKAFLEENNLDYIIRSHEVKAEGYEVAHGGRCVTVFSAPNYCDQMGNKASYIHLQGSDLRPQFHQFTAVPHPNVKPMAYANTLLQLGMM
# PP1 counter = PP1-alpha phosphatase inhibitors, primary screen, counter-screen for PP5 inhibitor project, biochemical, fluorescence, OMFP substrate, single point. purified PP1alpha. inhibition, % at 6.7 µM. 0.9% of 320,000 active. AID 2235, 2010;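 active = inhibition above the mean inhibition of all tested compounds plus 3 SD, computed separately for each screening campaign, cut at about 15% in these data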
# Target sequence (P62136 whole entry, looked up): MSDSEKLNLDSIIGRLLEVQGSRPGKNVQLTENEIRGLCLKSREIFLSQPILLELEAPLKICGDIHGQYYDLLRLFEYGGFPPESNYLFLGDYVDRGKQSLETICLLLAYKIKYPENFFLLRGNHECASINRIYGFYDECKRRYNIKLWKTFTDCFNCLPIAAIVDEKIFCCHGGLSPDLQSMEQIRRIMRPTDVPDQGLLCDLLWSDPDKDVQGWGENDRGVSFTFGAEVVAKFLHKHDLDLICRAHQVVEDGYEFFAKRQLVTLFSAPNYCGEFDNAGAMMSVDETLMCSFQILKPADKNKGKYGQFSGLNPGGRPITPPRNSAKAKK
# GASC-1 inh = inhibitors of GASC-1 histone demethylase, primary screen, biochemical, fluorescence, DELFIA europium; Lysine-specific demethylase 4C (Homo sapiens), Q9H3R0; GST-JMJD2C(1-420) H3K9me3 demethylation; inhibition, % at 2.35 µM; 0.069% of 330,000 active;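 active = more than half of a compound's replicate wells show inhibition beyond 50%, single wells judged on their own value; inconclusive = some, but no more than half, of replicates pass 50% inhibition; inactive = no replicate passes 50% inhibition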;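 also: signal counts dimethyl H3K9 product captured on neutravidin plate; 0% = median of DMSO wells and 100% = 0.3 times that DMSO median; strong numbers were not always called active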
# CTSL1 counter = Fasciola hepatica cathepsin L1 inhibitors, primary screen, counter-screen for PFM18AAP inhibitor project, biochemical, QFRET, fluorogenic peptide substrate | recombinant F. hepatica cathepsin L1, Z-Leu-Arg-MCA fluorescence | inhibition, % at 5.96 µM | 0.49% of 300,000 active | AID 1906, 2009;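 active = inhibition above the mean of all tested compounds plus 3 SD, set per screening campaign, cut at about 17% in these data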;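 also: 0% = plate median of test compound wells and 100% = 1 µM Z-Phe-Ala-diazomethylketone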
# Efflux pump mplx = inhibitors of Candida efflux pumps in yeast, primary screen, S. cerevisiae, Nile Red, multiplex; S. cerevisiae Candida pump triplex; inhibition, % at 10 µM; 0.44% of 330,000 active; AID 485275, 2010;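 active = plate passing quality check with inhibition over a set limit, or well fluorescence over plate mean plus 4 SD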;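 also: Nile Red retained in pooled yeast measured as flow cytometry median fluorescence; 0% = buffer negative control and 100% = Enniatin B positive control; higher means more Nile Red kept so more efflux inhibition; some compounds called inactive have numbers as strong as hits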
# proCasp7 act = procaspase-7 activators, primary screen, counter-screen for procaspase-3 activator project, biochemical, absorbance, HTS, human | Caspase-7 (Homo sapiens), P55210 | recombinant procaspase-7, Ac-DEVD-pNA absorbance 405 nm; D23A/D198A/D206A triple mutant, cannot self-cleave; scale: DMSO 0, 5 µM enzyme 100 | activation, % at 8.5 µM | 0.093% of 330,000 active | AID 463210, 2010;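 active = percent activation above the screen-wide mean plus 3 SD, cut at about 25% in these data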
#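 buffer or medium = Zinc-free HEPES/NaCl buffer, pH 7.4 | material = Procaspase-7 triple mutant (PC-7 D3A) | input = 2 µM procaspase-7 mutant as dispensed | signal = Epi-absorbance of released pNA at 405 nm, two timepoints | timing = 1 h preincubation, 2 h reaction | replicates = singlicate compound testing | evaluation = % activation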
# TPT1 inhibitor = Candida albicans TPT1 enzyme inhibitors, primary screen, biochemical, fluorescence polarization | tRNA 2'-phosphotransferase TPT1 (Candida albicans SC5314) | recombinant caTPT1, FP RNA substrate dephosphorylation | inhibition, % at 5 µM | 0.81% of 300,000 active;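 active = inhibition above the mean of all tested compounds plus 3 SD, set per screening campaign, cut at about 24% in these data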;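 also: plate controls were DMSO alone for no effect and ferristatin control at 100 nM for full effect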
# * hit, by the source's call; ? = inconclusive; · = not tested or not shown.
# Each structure is followed by: proCasp7 act, core dimer inh, GASC-1 inh, TPT1 inhibitor, PP5 primary, PP1 counter, CTSL1 counter, proCasp3 act, Efflux pump mplx
Cc1ccc(C(=O)Nc2ccc(F)c(S(=O)(=O)N3CCOCC3)c2)s1
    0, ·, 8, ·, ·, ·, ·, -6, 0.5
Cc1ccc(OCCNC(=O)CNC(=O)c2ccccc2Cl)cc1
    11, ·, 10, ·, -2.1, -2, ·, 3, -0.1
Cc1nonc1NC(=O)Nc1cccnc1
    1, -4, ?, -4, 0.1, -3, 0, -3, -0.2
CCOC(=O)C(C)(C)C(=O)C(C)(C)C(O)c1ccccn1 (stereo not given)
    5, -3, -11, 0, -0.3, -2, -3, 2, 0.0
CC(C)C(C)(C#N)NC(=O)CSc1nnc(C(F)(F)F)n1C (stereo not given)
    14, -5, -3, -1, -0.7, 4, -3, 1, -0.2
Cc1c(C(=O)N(C)C2CC(C)(C)NC(C)(C)C2)oc2c(F)cccc12
    -9, 2, -23, 3, 0.0, 3, 2, 5, 0.1
CCOC(=O)c1c(C)[nH]c(C(=O)N(C)Cc2cccc(OC)c2OC)c1C
    6, 11, 3, -3, 2.7, -8, 0, 4, 0.1
Nc1ccc(SCc2cccnc2)cc1
    -11, -1, 16, 3, 3.6, 2, -4, 2, 0.0
O=C(NCc1ccccn1)c1ccc(Cn2c(=S)[nH]c3ccc(Br)cc3c2=O)cc1
    0, 12, 3, -3, 2.0, -3, -1, 2, -0.3
CC(C)OC(=O)c1ccc(COC(=O)CNC(=O)c2ccco2)cc1
    -9, -16, 18, -1, 1.1, 0, 2, 2, -0.1
COc1cccc(CN(C)S(=O)(=O)c2cccs2)c1
    1, 10, -21, 1, -0.3, -3, 4, 8, 0.0
Cc1ccc(-c2csc(=S)n2CC(=O)OCC(=O)NCc2ccc(F)cc2)cc1
    -4, 7, 0, 4, 0.4, 0, -1, 0, 0.0
C[C@H](CO)N1C[C@H](C)[C@@H](CN(C)Cc2ccc(-c3ccccc3)cc2)Oc2c(NC(=O)Cc3ccccc3)cccc2C1=O
    14, ·, 23, ·, ·, ·, ·, 1, 0.6
CC(C)c1nc2oc3c(N(C)CCO)ncnc3c2c2c1CCC2
    3, 5, -11, -2, 0.9, 0, 5, -9, 0.2
O=C1CCCN1C(=O)COc1cc(F)ccc1[N+](=O)[O-]
    3, ·, -2, ·, 1.3, -1, ·, -1, 0.0
CC(C)NC(=O)COc1ccc(S(=O)(=O)N(C)Cc2ccccc2)cc1
    12, 8, -4, 1, -1.4, 0, -11, -4, 0.2
Cc1ccc(S(=O)(=O)N2CCC(C(=O)OCC(=O)NCc3ccco3)CC2)cc1C
    1, 3, -6, -1, -0.4, -3, 4, -10, 0.1
CCc1ccc2oc(C(=O)NC3CCS(=O)(=O)C3)cc(=O)c2c1 (stereo not given)
    -9, -8, -10, 0, 3.4, -3, 2, -7, 0.1
O=C(CCOc1ccccc1)Nc1ccc(Br)cc1
    -4, -1, -2, -1, 2.5, 8, -2, -1, -0.1
COc1ccccc1OCc1ccc(C(=O)N(C)C)o1
    3, -3, 3, -2, 0.6, -2, 8, -10, 0.0
COc1ccc2c(c1)C=C(CN1CCN(Cc3ccccc3C)C(CCO)C1)CO2 (stereo not given)
    1, -5, 13, 0, -2.2, -1, -8, -3, -0.1
O=C(COC(=O)c1cccc(F)c1)Nc1ccc(Cl)cn1
    1, ·, 4, ·, ·, ·, ·, 2, -0.2
CN(C)S(=O)(=O)c1ccc(Cl)c(C(=O)OCC(=O)c2ccco2)c1
    7, ·, -5, ·, ·, ·, ·, -3, -0.1
COc1ccc(S(=O)(=O)n2cccc2)cc1OC
    1, -9, -26, 0, 0.7, -1, 2, -2, 0.0
COc1cc(-c2nc(CN(C)C(C)c3ccncn3)c(C)o2)ccc1F (stereo not given)
    3, 1, 2, -5, -1.6, -4, -4, -2, 0.1
Cc1ccc2c(Cl)cc(Cl)c(OCC(=O)NC(C)(C)C)c2n1
    12, 9, 4, -2, -0.8, 1, 7, 0, 0.0
CC(=O)N1CCc2cc(Br)cc(S(=O)(=O)NCCCN(C)Cc3ccccc3)c21
    -3, -8, 10, 0, 2.2, -2, -2, 4, 0.0
O=C(NNc1ccccc1[N+](=O)[O-])NC1CCCCC1
    4, 0, ?, 0, -3.5, -1, 2, 4, -0.3
COc1ccccc1C(=O)Nc1ccccc1SC
    8, -1, ?, -1, 1.5, 4, 0, 4, -0.2
Cc1ccc(C)c(Cn2nnc3c(=O)[nH]c(C4CCCN(S(=O)(=O)Cc5ccccc5)C4)nc32)c1 (stereo not given)
    5, 10, -22, 6, -2.5, -3, 2, -4, 0.1
O=P1(c2ccccc2)C=Cn2c1cc1c2CCCC1 (stereo not given)
    -11, 2, -1, 4, 0.8, 4, 6, -9, 0.1
Cc1ccc(C(=O)CC2(O)C(=O)N(Cc3ccc4c(c3)OCO4)c3ccccc32)cc1 (stereo not given)
    11, 10, -11, -4, 2.6, 6, 3, 1, 0.0
CCCC(c1nnnn1C(C)(C)C)N1CCN(c2ccccc2)CC1 (stereo not given)
    7, -2, 5, 0, 1.7, -3, 0, -3, -0.2
CC1=C(CC(=O)c2ccc(Cl)cc2)C(=O)c2ccccc2C1=O
    -9, -18, 1, 0, 2.0, 5, 0, -10, 0.1
COCCNC(=O)C(OC(=O)c1ccco1)c1ccccc1OC (stereo not given)
    10, -1, 10, -5, -0.7, -4, -44, 1, 0.0
Cc1ccc(NC(=O)CCC(=O)OCC(F)(F)C(F)F)cc1
    1, 2, -2, -1, 5.9, -15, -9, 6, 0.3
CC12CCC(C(=O)NCCN3CCCCC3)(CC1=O)C2(C)C (stereo not given)
    2, -2, 5, -1, 2.0, -8, 8, 0, -0.1
Cc1nn(CSc2c(F)c(F)c(F)c(F)c2F)c(C)c1[N+](=O)[O-]
    12, ·, -2, ·, 3.9, -4, ·, -2, 0.0
CCN(CC)S(=O)(=O)c1ccc(N2CCOCC2)c(NS(=O)(=O)c2ccc(C)cc2)c1
    10, 0, 2, 2, -2.6, -5, 0, -2, -0.5
O=S(=O)(c1ccccc1)N(CC1CO1)c1cc(Cl)ccc1Cl (stereo not given)
    -8, -11, 0, -5, 1.9, 0, 5, -7, -0.1
O=C(CC1SC(=Nc2ccc(OC(F)F)cc2)N(CCN2CCOCC2)C1=O)Nc1ccccc1 (stereo not given)
    3, -1, -7, 4, 1.8, 0, 3, 6, -0.1
COc1ccc(/C=C(\NC(=O)c2ccccc2)C(=O)NCc2cccnc2)cc1
    -1, -15, -4, -4, -7.0, 1, 10, 5, 0.0
O=C(Nc1cccc(-n2cnnn2)c1)c1cccc(Cl)c1
    -6, 2, 4, -3, 2.0, -2, -2, 8, -0.3
C[C@H](N)c1nnc(SCc2c(Cl)cccc2Cl)o1
    8, -2, 1, -1, -2.9, -1, 8, -5, 0.0
Cc1ccc(OC(C)C(=O)N(C)c2ccccc2)c([N+](=O)[O-])n1 (stereo not given)
    -5, ·, 11, ·, 1.6, 4, ·, 8, 0.1
Cc1cccc(NC(=O)CS(=O)(=O)c2c[nH]c3ccccc23)c1C
    4, -5, -21, -5, 1.1, 2, 10, 9, -0.1
COc1ccc(N(CC(=O)NC2CC3CCC2C3)S(=O)(=O)c2ccc(C)c([N+](=O)[O-])c2)cc1 (stereo not given)
    1, 24, 0, -3, 3.8, 5, 2, 2, 0.1
c1ccn2c(SCc3ccc4c(c3)OCCO4)nnc2c1
    -4, 3, ·, -8, 1.6, 2, 2, -4, -0.4
CCOc1ccc(NC(=S)NCc2cccnc2)cc1
    1, -5, 12, -6, 1.3, -2, -2, 4, -0.1
CCN(CC(=O)N1CCOCC1)S(=O)(=O)c1cc(Cl)ccc1Cl
    7, 1, 4, 1, 0.0, -4, 1, 10, -0.1

# Additional compounds:
# Each structure is followed by: proCasp7 act, core dimer inh, GASC-1 inh, TPT1 inhibitor, PP5 primary, PP1 counter, CTSL1 counter, proCasp3 act, Efflux pump mplx
Cc1ccc(SCC(=O)NCCSCc2ccccc2)cc1
    -8, 8, 3, -3, 1.1, -3, 3, -7, -0.1
CC(=O)c1cccc(Nc2nc(N3CCOCC3)nc(N3CCOCC3)n2)c1
    7, 3, 40, -2, 4.2, 5, -3, -5, 0.2
CC(C)[C@H](NC(=O)[C@H](Cc1ccccc1)n1c(=O)[nH]c2ccccc2c1=O)C(=O)N1CCC[C@H]1C(=O)O
    5, -2, -3, -5, 2.7, -4, 0, -3, -0.2
CNS(=O)(=O)c1cccc(C(=O)OCC(=O)Nc2ccccc2OC(F)F)c1
    16, 4, -10, -1, -0.4, -1, -4, -2, -0.1
Cc1cc(C)nc(SCC(=O)c2c(N)n(C)c(=O)n(C)c2=O)n1
    4, 2, -5, -2, 2.2, 1, 2, -1, -0.1
CC(=O)NCCNC(=O)C1CCC(CNc2nc(=S)[nH]c3ccccc23)CC1 (stereo not given)
    -1, 3, 6, -4, -1.1, -3, 0, -6, -0.3
COCCn1ccc2c(OCC(=O)NCCc3ccc(OC)c(OC)c3)cccc2c1=O
    4, -1, 6, -2, -1.5, -4, 1, 5, 0.0
COc1cccc(Nc2cc(C)nc3nc(C)nn23)c1
    0, -4, 1, 3, -0.8, -2, 0, 2, -0.2
O=C(Cc1ccc(Cl)cc1)c1c[nH]c(C(=O)NCCCn2ccnc2)c1
    5, -2, 14, 1, -2.8, -2, -5, -9, 0.6*
CCn1c(SCC(=O)N2CCOCC2)nc(O)cc1=O
    5, -1, -5, -1, 3.0, 0, 1, 3, 0.2
CCOC(=S)NC(=O)c1sc2ccccc2c1Cl
    -6, -1, ?, 1, -0.2, -4, -1, -12, -0.1
O=c1c(-c2ccc(Cl)cc2)[n+]([O-])c2ccccc2n1O
    -3, -3, -2, -12, -0.1, 0, 2, -19, 0.0
CCN(CC)S(=O)(=O)c1cccc(NC(=O)CNc2cccc(S(=O)(=O)N3CCCC3)c2)c1
    9, 14, 2, 2, -2.5, -2, 0, -1, 0.4
C/C(CC(=O)Nc1ccc2c(c1)OCCO2)=N\NC(=O)c1ccccc1Cl
    3, 2, 3, 2, 1.6, 1, 2, -6, 0.1
CCCCc1ccc(NS(=O)(=O)N(C)C)cc1
    16, 0, 5, -4, 0.5, 0, 3, 5, -0.3
